Screening results as filed in PubChem.
tuberculosis growth = growth inhibition of non-replicating M. tuberculosis (AID 488890); Mycobacterium tuberculosis non-replicating, growth inhibition; higher % means a stronger effect; inhibition, % at 25 µM; hits with a dose series show IC50 in µM; 320,000 compounds, 0.39% hits; in the data active means a potency from the dose series; inconclusive means inhibition mostly from about 82% at the one dose, without a potency; inactive means the rest, 99 in 100 with inhibition below about 76%;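 further: plate controls were DMSO cells for no effect and high antibiotic wells for full effect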
M. tuberculosis HTS = M. tuberculosis growth inhibition, HTS (AID 449762). M. tuberculosis H37Rv growth inhibition, 7H9 media; higher % means a stronger effect. inhibition, % at 25 µM, or IC50 in µM where a hit was titrated. 330,000 compounds, 0.59% hits; in the data active means a potency from the dose series; inconclusive means inhibition above about 70% without an active follow-up result;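 further: bacterial growth assessed after seven days of incubation; strong numbers were not always called active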
Salmonella PhoP GFP = Inhibition of PhoP regulon, Salmonella typhi GFP reporter cells, confirmation, 4 h (AID 1850); Salmonella Typhi PhoP-promoter GFP reporter, fluorescence, 4 h; higher % means a stronger effect; 310,000 compounds, 0.33% hits; one-dose inhibition, % at 50 µM; IC50 in µM for titrated hits; in the data active means a potency from the dose series; inconclusive means inhibition mostly from about 25% at the one dose, without a potency; inactive means the rest, 99 in 100 with inhibition below about 19%;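 further: 0% = induced wells with vehicle and 100% = uninduced wells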
H1N1 NS1A inhibition = H1N1 influenza NS1A inhibitors, functional cell based assay (AID 504329); 340,000 compounds, 0.3% hits; inhibition, % at 12.5 µM; hits with a dose series show IC50 in µM; NS1A functional cell-based assay, percent inhibition; higher % means a stronger effect; in the data active means a potency from the dose series; inconclusive means inhibition above about 27% without an active follow-up result; further: strong numbers were not always called active
VEEV TC-83 Vero = inhibitors of VEEV TC-83 cytopathic effect, confirmation, Vero cells (AID 588727). Vero cells, VEEV TC-83 cytopathic effect inhibition; higher % means a stronger effect. 350,000 compounds, 0.13% hits. inhibition, % at 20 µM; hits with a dose series show IC50 in µM; in the data active means a potency from the dose series; inconclusive means inhibition mostly from about 14% at the one dose, without a potency; inactive means the rest, 99 in 100 with inhibition below about 12%; further: strong numbers were not always called active
VEEV TC-83 Vero 10K pilot screen = recorded beside VEEV TC-83 Vero, whose call it bears; inhibition, %; measured here: 10K pilot screen inhibition
Active calls of the source: *; i = inactive; ? = inconclusive; / = not tested or not shown.

The opening 4 records, to show the layout:
SMILES	tuberculosis growth	M. tuberculosis HTS	Salmonella PhoP GFP	H1N1 NS1A inhibition	VEEV TC-83 Vero	others
CCOC(=O)c1ccccc1NC(=O)COC(=O)c1c(CC)noc1C	7.0%	-12.7%	0.1%	-5.5%	4.7%
O=C(O)Cn1cnc2sc3c(c2c1=O)CCCC3	-8.3%	-9.9%	-3.4%	-2.0%	0.7%
S=C(Nc1ccc(Cl)cc1)c1sc(N2CCCCC2)nc1N1CCOCC1	-19.8%	1.9%	-0.7%	-9.3%	1.4%
O=C(NCC1CCCO1)C(=O)c1c[nH]c2ccccc12 (stereo not given)	-17.2%	-3.5%	-7.9%	-12.8%	0.2%	VEEV TC-83 Vero 10K pilot screen=0.5

The list itself, from the first entry:
SMILES	tuberculosis growth	M. tuberculosis HTS	Salmonella PhoP GFP	H1N1 NS1A inhibition	VEEV TC-83 Vero	others
CCOC(=O)c1ccccc1NC(=O)COC(=O)c1c(CC)noc1C	7.0%	-12.7%	0.1%	-5.5%	4.7%
O=C(O)Cn1cnc2sc3c(c2c1=O)CCCC3	-8.3%	-9.9%	-3.4%	-2.0%	0.7%
S=C(Nc1ccc(Cl)cc1)c1sc(N2CCCCC2)nc1N1CCOCC1	-19.8%	1.9%	-0.7%	-9.3%	1.4%
O=C(NCC1CCCO1)C(=O)c1c[nH]c2ccccc12 (stereo not given)	-17.2%	-3.5%	-7.9%	-12.8%	0.2%	VEEV TC-83 Vero 10K pilot screen=0.5
CC1(c2ccc3ccccc3c2)NC(=O)N(CC(=O)NCc2cccs2)C1=O (stereo not given)	10.2%	0.3%	1.9%	-3.1%	i
CCOc1ccccc1N1CCN(C(=O)c2ccc3[nH]c4c(c3c2)CCCC4)CC1	-1.3%	7.5%	2.2%	13.2%	2.7%
CCCN=C1N(C)C[C@@H]2[C@@H]3C(=O)N(C)C(=O)[C@@H]3[C@](C)(C(=O)OC)N12	/	/	/	6.7%	1.0%
Cc1ccc(S(=O)(=O)N(C)CCCC(=O)n2nc(C)cc2C)cc1	-14.8%	1.5%	-11.8%	-1.4%	i
O=C(O)c1ccc(NC(=O)c2cc3ccccc3o2)cc1	/	-1.4%	-3.6%	-6.3%	0.3%
Cc1nccn1CC(O)COc1ccc([N+](=O)[O-])cc1 (stereo not given)	-6.3%	-4.7%	-8.5%	-4.0%	0.7%
O=C1c2ccccc2C(=O)C1(O)O	19.7%	3.4%	/	/	/
COc1cccc(NC(=O)c2ccc[n+](C)c2)c1	6.0%	-6.8%	-8.9%	-11.3%	0.8%
Cn1nc([N+](=O)[O-])nc1N1CCOCC1	-21.2%	-2.0%	-7.9%	-9.2%	0.8%
COCCNC(=S)Nc1ccc2nc(N3CCN(C)CC3)cc(C)c2c1	36.8%	1.5%	-6.2%	8.2%	i
CCOCCn1c(=NC(=O)c2cc3ccccc3oc2=O)sc2cc(S(N)(=O)=O)ccc21	-21.2%	6.0%	3.2%	9.7%	0.3%

A draw from above in order of length of the SMILES, highest first.
SMILES	tuberculosis growth	M. tuberculosis HTS	Salmonella PhoP GFP	H1N1 NS1A inhibition	VEEV TC-83 Vero	others
CCOc1ccccc1N1CCN(C(=O)c2ccc3[nH]c4c(c3c2)CCCC4)CC1	-1.3%	7.5%	2.2%	13.2%	2.7%
O=C(NCC1CCCO1)C(=O)c1c[nH]c2ccccc12 (stereo not given)	-17.2%	-3.5%	-7.9%	-12.8%	0.2%	VEEV TC-83 Vero 10K pilot screen=0.5
O=C1c2ccccc2C(=O)C1(O)O	19.7%	3.4%	/	/	/

Remaining list, next part:
SMILES	tuberculosis growth	M. tuberculosis HTS	Salmonella PhoP GFP	H1N1 NS1A inhibition	VEEV TC-83 Vero	others
COc1ccc(O)c(C(=O)CC(=O)c2ccccc2C)c1	?	?	-16.4%	3.0%	37.6%
CCCn1c(N)c(C(=O)CSc2nncs2)c(=O)[nH]c1=O	-16.4%	-6.2%	/	-15.3%	7.8%
CCOC(=O)C1=NNC(C(=O)OCC)C1c1ccccc1 (stereo not given)	/	/	/	0.0%	1.5%
CC[C@H](C)[C@H](NC(=O)OCc1ccccc1)C(=O)Nc1ccc(NC(C)=O)cc1	0.3%	1.6%	-9.8%	-12.6%	0.7%
O=S(=O)(Nc1cccc(-n2cnnn2)c1)c1ccccc1	-4.4%	3.6%	9.3%	-5.3%	0.7%
O=C(Nc1ccc(SC(F)F)cc1)C1=CC=CN2CCS(=O)(=O)N=C12	-7.8%	-19.8%	/	-6.1%	4.8%
O=C(C1CC(c2ccc(F)cc2)=NO1)N1CCCCC1 (stereo not given)	22.8%	-10.7%	-0.6%	-1.2%	2.6%
O=C(Nc1ccccc1F)c1cc(S(=O)(=O)N2CCOCC2)cs1	-0.7%	0.3%	-6.9%	8.9%	6.7%
Cn1nc(-c2ccc(C(=O)NC3CCCCC3)cc2)c2ccccc2c1=O	22.4%	4.8%	9.5%	0.3%	4.4%
O=C(O)c1cccc(Cn2c(Cl)c(/C=N/NC(=O)c3cc4ccccc4cc3O)sc2=O)c1	-12.2%	4.6%	-2.7%	11.7%	1.1%
CCOc1ccc(C(=O)NCc2ccccc2)cc1Br	15.5%	-0.7%	-9.0%	-5.0%	2.8%
C[C@H]1COC(=O)[C@@H](Cc2ccc(F)cc2)C/C=C\C[C@H](CC(=O)N(CCO)Cc2ccccc2)C(=O)N1	47.6%	4.8%	/	-14.3%	i
C=CCN(c1ccccc1)S(=O)(=O)c1cc(C(=O)NC2=NCCS2)ccc1Cl	21.7%	2.2%	-16.3%	7.5%	2.0%
COc1ccc(N(C(C)C(=O)NC2CCCCCC2)S(C)(=O)=O)cc1 (stereo not given)	4.8%	-6.4%	-6.1%	1.8%	1.8%
O=C(/C=C/c1ccccc1)CCN1CCOCC1	/	/	/	3.6%	i
Cc1nc(-c2ccc(S(=O)(=O)Nc3ccc(Br)cc3F)cc2)co1	-17.0%	7.6%	-2.3%	7.7%	2.0%
Clc1ccc(-c2n[nH]c3c2Cc2ccccc2-3)cc1Cl	-15.0%	-0.3%	-5.7%	/	/
COC(=O)c1cnc(N2CCCN(S(=O)(=O)c3ccc(C(F)(F)F)cc3)CC2)nc1C(F)(F)F	15.5%	-1.4%	-7.2%	0.0%	0.9%
CCCC(=O)Nc1cccc(NC(=O)c2cccc([N+](=O)[O-])c2C)c1	51.5%	-3.7%	2.2%	-3.6%	i
Cc1onc(-c2c(F)cccc2Cl)c1C(=O)Nc1c(C)n(C)n(-c2ccccc2)c1=O	-0.4%	10.5%	-8.7%	-10.6%	i
COc1ccc(CCN(Cc2cc3cc(C)ccc3[nH]c2=O)C(C)=O)cc1OC	1.0%	-4.2%	-0.4%	-14.9%	1.8%
Cc1nc(NCCC(C)C)c2nnn(Cc3ccccc3)c2n1	5.5%	-2.1%	6.6%	21.1%	2.8%
CC1(C(=O)OCC(=O)Nc2ccc3ccccc3c2)CC1(Cl)Cl (stereo not given)	77.2%	61.6%	2.6%	-4.7%	1.8%
Cc1c(Cl)cccc1NC(=S)NCc1ccc(F)cc1	53.8%	-2.0%	-2.4%	-0.4%	i
O=C(O)CNC(=S)N(Cc1ccccc1)Cc1ccccc1F	1.8%	-3.4%	4.8%	-11.2%	0.7%
COc1ccc(NC(=O)CSc2nc3ccccc3c(=O)n2-c2ccc3c(c2)OCO3)c(OC)c1	3.0%	7.2%	-1.6%	5.7%	6.3%
Cn1ncc(C#N)c1/N=C/N1CCCCCC1	-3.2%	1.8%	-3.7%	-11.2%	i
Cc1csc(NC(=O)Cc2coc3cc(C)c(C(C)C)cc23)n1	36.2%	5.0%	-18.2%	-14.4%	9.7µM*
Fc1ccc(-c2cc(-c3nnc4n3CCCCC4)c3ccccc3n2)cc1	37.8%	9.4%	-1.1%	-2.9%	1.1%
O=c1c2ccccc2ncn1-c1ccc(Cl)cc1[N+](=O)[O-]	-0.6%	2.1%	-16.7%	-6.5%	0.6%
O=C(NCC1CCCN(C(=O)c2cccc(C(F)(F)F)c2)C1)c1ccc(F)cc1 (stereo not given)	-9.8%	-0.7%	0.8%	-7.5%	2.6%
CN(C)Cc1cc2ccccc2c2c1COC2	-4.7%	-0.4%	-1.5%	-1.2%	0.1%
CCOc1cccc(-c2cc(C(=O)Nc3ccon3)c3ccccc3n2)c1	12.3%	56.9%	0.9%	2.5%	9.3%
O=C(Nc1ccc2c(c1)OCO2)C1CC(c2ccccc2O)=NO1 (stereo not given)	-6.0%	10.6%	-3.4%	-2.9%	1.7%
CCc1ccc(-c2cn(-c3nc(C)cc(C)n3)c(=N)o2)cc1	56.7%	-0.6%	1.1%	-0.8%	i
COc1ccc(C(=O)NCc2ccncc2)cc1OC	-20.8%	-6.3%	-0.2%	1.9%	0.4%
O=c1c(O)c(-c2ccc(O)c(O)c2)oc2cc(O)cc(O)c12	6.2%	14.8%	10.6%	5.3%	1.2%
CCOC(=O)c1sc2nc(N3CCOCC3)c3c(c2c1N)CC(C(C)C)OC3 (stereo not given)	-21.9%	-0.9%	-7.5%	-1.2%	2.3%
COc1ccc(Cn2c(CCC(=O)O)nc3cccnc32)cc1	-3.0%	5.8%	3.5%	-4.2%	1.5%
CC[C@]12c3[nH]c4cc(CCC(=O)N(C)C)ccc4c3CCN1C(=O)[C@@H](CC(=O)NCC13CC4CC(CC(C4)C1)C3)C[C@@H]2C(=O)N1CCN(C(=O)c2ccco2)CC1	/	/	/	-5.3%	0.1%
COc1ccccc1C(=O)N1CC2(C)CC1CC(C)(C)C2 (stereo not given)	-4.0%	-9.4%	28.7%	-8.6%	0.2%
CC(C)(C)OC(=O)C[C@@H]1C/C=C\C[C@@H](CC(=O)N(CCO)Cc2ccccc2)C(=O)N2CCC[C@H]2COC1=O	19.3%	-8.3%	/	-17.3%	1.4%
O=C(Nc1ccccc1)OC1CCCCc2cccnc21 (stereo not given)	11.1%	2.0%	11.2%	-0.1%	i
Cc1c(NC(=O)CSc2ccc(Cl)cc2)cccc1-c1nc2ncccc2o1	55.0%	-3.5%	-1.6%	0.1%	5.6%
CC(=O)OC1N=C(c2ccccc2)c2ccccc2NC1=O (stereo not given)	4.1%	3.6%	-0.1%	-3.9%	i
CC(=O)c1sc(NC(=O)c2ccc(Cl)cc2)nc1C	-3.2%	-6.5%	-6.0%	0.9%	?
COc1ccc(/C=C/C(=O)Nc2cc(S(=O)(=O)N3CCCCC3)ccc2N2CCCCC2)cc1OC	-18.9%	6.9%	-4.2%	-0.7%	0.7%
COc1ccc(-n2c(C)cc(C(=O)CN3C(=O)NC4(CCc5ccccc54)C3=O)c2C)cc1 (stereo not given)	34.8%	?	-26.6%	6.7%	2.3%
O=[N+]([O-])c1cc(C(F)(F)F)ccc1NCCc1c[nH]c2ccccc12	41.4%	?	7.2%	4.9%	i
CN(C)c1nc(C(=O)OCCO)nc(N(C)C)n1	4.7%	-6.2%	-1.2%	-4.8%	0.1%
O=C1C(Oc2ccccc2)C(c2cccs2)N1Cc1ccc2c(c1)OCO2 (stereo not given)	-1.2%	-0.6%	5.6%	5.0%	0.1%
CCOc1ccc(S(=O)(=O)N(C)c2ccc(OCC(=O)NCC3CCCO3)cc2)cc1 (stereo not given)	5.3%	4.0%	12.1%	9.4%	0.2%
COc1ccc(-c2noc(CSc3nnc(CCc4ccccc4)n3-c3ccccc3)n2)cc1OC	13.1%	8.7%	-1.3%	1.1%	5.0%
COc1cc2c(cc1OC)C(c1ccc(SC)cc1)CC(=O)N2 (stereo not given)	8.9%	0.6%	-4.6%	-6.4%	1.7%
COc1ccc(-c2nnc3ccc(SCC(=O)Nc4nccs4)nn23)cc1OC	28.2%	-10.0%	-0.5%	-7.1%	2.6%
O=C(NCc1ccccc1Cl)c1ccc2c(=O)n(CC3CCCO3)c(=S)[nH]c2c1 (stereo not given)	-17.4%	4.7%	-5.8%	5.6%	5.0%
COc1ccc(C(=O)N2CCCC(c3nc(-c4ccc(OC)c(OC)c4)no3)C2)c(OC)c1 (stereo not given)	5.7%	-8.5%	2.6%	-1.9%	9.5%
COc1ccc(C(CC(=O)Nc2ccc(C)cc2)NC(=O)C(F)(F)F)cc1 (stereo not given)	15.1%	7.3%	8.1%	-2.1%	i	VEEV TC-83 Vero 10K pilot screen=2.7
COc1ccc(NC(=O)CSCC(=O)N2CCCc3ccccc32)cc1	13.6%	67.4%	-7.4%	-9.0%	1.2%
Cc1ccc2ccc(S(=O)(=O)n3nc(C)cc3C)cc2c1	6.5%	0.9%	-7.2%	5.0%	i
CCN(CC)CCCN(Cc1cc2cc3c(cc2[nH]c1=O)OCO3)C(=S)Nc1ccccc1	14.0%	-8.4%	5.1%	-7.7%	0.1%
